Assay outcomes deposited in PubChem by several laboratories.
NOD1 NF-kB reporter – NOD1 signaling inhibitors, primary screen, cell-based, luminescence, uHTS (AID 1578). NOD1-driven NF-kB luciferase reporter cells, luminescence; higher % means a stronger effect. inhibition, % at 4 µM; hits with a dose series show EC50 in µM. actives 1% (n = 290,000); in the data active means inhibition mostly above about 36%, no sharp cut-off; inactive means mostly below about 34%;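 further: HEK-293T reporter cells stimulated with the NOD1 agonist gamma-tri-DAP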
Autophagy HCS – autophagy modulation, high-content screen. calls only at 10 µM (by protocol). actives 0.98% (n = 190,000). MEF GFP-LC3 puncta imaging; test concentration mostly 10 µM;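 active means percentage of spot-positive cells more than 3 SD above its plate mean, without a fluorescence outlier flag or 80% toxicity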;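 further: spot-positive cell cutoff set from DMSO-treated cells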
Dynein transport – blocks dynein driven cargo transport along microtubules; z-score, hits read low; actives 0.47% (n = 220,000); 3617.4 mouse cells, GR-EGFP nuclear translocation imaging; test concentration mostly 20 µM; stimulated with dexamethasone, 1 µM; stronger effect = lower value; AID 1381;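 active means plate z-score of nuclear minus cytoplasmic receptor signal below a set negative limit, without overly bright fluorescence or cell loss, cut at about -3.5 in these data, passing the limit was not always enough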;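 further: z-score of nuclear minus cytoplasmic ring GR-EGFP intensity difference per well; some compounds called inactive have numbers as strong as hits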
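medium = tetracycline-free induction medium containing charcoal-stripped FBS | probe or stimulus = dexamethasone, 1.0 µM final | timing = 48 h induction, then 1 h compound, then 30 min agonist, 37 °C | detection = automated 10x imaging of fixed Hoechst-stained cells | read-out basis = nuclear versus cytoplasmic GR-EGFP signal, averaged per well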
HEK293 NOD2/NF-kB – NOD2 signaling inhibitors, cell-based, luminescence, uHTS, HEK293 (AID 1566); HEK293 NOD2/NF-kB luciferase reporter, luminescence; higher % means a stronger effect; inhibition, % at 4 µM; hits with a dose series show EC50 in µM; actives 0.63% (n = 290,000); in the data active means inhibition above about 50%; further: many of its hits are not listed in these tables
M17LAP inhibition – P. falciparum M17LAP inhibitors, primary screen, biochemical, fluorogenic H-Leu-NHMec substrate, 1536-well (AID 1619); inhibition, % at 30 µM; hits with a dose series show IC50 in µM; actives 0.38% (n = 220,000); recombinant M17LAP, H-Leu-NHMec fluorogenic kinetic assay; higher % means a stronger effect;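 active means compound inhibiting the enzyme by more than half at any dose during confirmatory dose-response retesting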;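 further: plate controls were full reaction with DMSO carrier for no effect and no enzyme background for full effect; strong numbers were not always called active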
bCat nuc transl – alters nuclear translocation of beta-catenin in HeLa cells | immunofluorescence imaging | nuclear translocation activity, % at 5 µM | actives 0.3% (n = 190,000) | AID 1665;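 active means nuclear translocation activity above 50% at 5 µM, with a well cell count of 50 or more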;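 further: per-cell ratio of nuclear to cytoplasmic median beta-catenin stain intensity; plate controls were DMSO negative control for no effect and GSK-3 inhibitor IX positive control for full effect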
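Read-out: Nuclear/cytoplasmic beta-catenin signal ratio, % activation | Assay system: Human HeLa cell line | Times: 24 h compound exposure at 37°C, 5% CO2 | Signal: Fluorescence imaging of beta-catenin antibody stain plus DAPI | Dosing: 5 µM primary, 0.02–20 µM confirmation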
MT stabilizer – microtubule stabilizers in HeLa cells; HeLa tubulin immunostaining HCS, 24 h; share of cells brighter than vehicle mean+2SD; % tubulin-high responders, % at 10 µM; actives 0.83% (n = 200,000);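 active means plate Z-score above 3 for both tubulin-high and condensed-nucleus cell shares, with cell loss under 80%, at 10 µM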;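 further: anti alpha tubulin signal scored within the nucleus-defined area of each cell; some results filed as inactive read as strong as hits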
Ins promoter up – MIN6 insulin promoter up-regulation. MIN6 insulin promoter-GFP reporter, high-content imaging; stronger effect = higher value. z-score at 5 µM. actives 0.3% (n = 190,000);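 active means z-score above 3 at 5 µM with at least 500 cells counted in the well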
Yfh1-off respiration – mitochondrial function rescue without frataxin homolog – Friedreich's ataxia, plus single-dose screen, dose response (AID 1465) | S. cerevisiae Yfh1-off respiration, WST-1 reduction, 72 h; higher fold induction means a stronger effect | actives 0.074% (n = 220,000) | fold induction at 50 µM, or EC50 in µM where a hit was titrated;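 active means fold induction of absorbance versus untreated yeast above a set limit, then at least 30% activation at any dose in follow-up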;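 further: activators that raise dye reduction in frataxin-depleted yeast; strong numbers were not always called active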
Dynein transport cytoplasmic EGFP – recorded beside Dynein transport, whose call it bears; z-score; measured here: cytoplasmic GR-EGFP intensity; stronger effect = higher value
Dynein transport nuclear GR-EGFP – second read-out of Dynein transport, no call of its own (marks repeat the call); z-score; measured here: nuclear GR-EGFP intensity;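 lower value marks the stronger effect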
Dynein transport cell count – second read-out of Dynein transport, no call of its own (marks repeat the call); z-score; measured here: cell count per field
Ins promoter up cell count – also measured in Ins promoter up; calls as there; cell count; measured here: cytotoxicity, nuclei count;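 total cells summed across four imaged fields per well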
bCat nuc transl cell count 5 µM – also measured in bCat nuc transl; calls as there; cell count; measured here: cell count, cytotoxicity flag
MT stabilizer Hoechst-high % – further read-out of MT stabilizer, marked with its call; % Hoechst-high responders; measured here: nuclear condensation Hoechst responders;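 share of cells brighter than vehicle mean plus two SD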
MT stabilizer cytotoxicity % – second read-out of MT stabilizer, no call of its own (marks repeat the call); toxicity, %; measured here: cytotoxicity by cell density;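 0% = mean cell density of plate MIN control wells and 100% = no cells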
Autophagy HCS cell loss 18 h – recorded beside Autophagy HCS, whose call it bears; toxicity, %; measured here: cell loss, nuclei count;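 cell loss after 18 h compound exposure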
Numbers without * were called inactive; i = inactive; nt = no result given.

SMILES | NOD1 NF-kB reporter | Autophagy HCS | Autophagy HCS cell loss 18 h | Dynein transport | Dynein transport cytoplasmic EGFP | Dynein transport nuclear GR-EGFP | Dynein transport cell count | HEK293 NOD2/NF-kB | M17LAP inhibition | bCat nuc transl | bCat nuc transl cell count 5 µM | MT stabilizer | MT stabilizer Hoechst-high % | MT stabilizer cytotoxicity % | Ins promoter up | Ins promoter up cell count | Yfh1-off respiration
COc1ccc(Cl)cc1C(=O)n1nc(C)cc1C | -18.8% | i | 1.9 | 2.22 | 0.0496 | 1.37 | -1.46 | 3.7% | 10.8% | 0.3 | 1229 | 1.2 | 0.9 | 12.8 | -0.33 | 1247 | i
CCCCC(=O)Nc1cc(OCC)c(NC(=S)NC)cc1OCC | -5.5% | i | -40.8 | 1.19 | -0.121 | 0.766 | -1.17 | 5.7% | -0.1% | -0.2 | 1013 | 2.1 | 1.8 | 13.7 | -0.9 | 1194 | i
Cc1ccc2c(c1)c1ncnc(N3CCC4(CC3)OCCO4)c1n2C | -26.0% | i | -0.3 | -0.553 | -0.189 | -0.386 | 0.279 | 0.5% | -107.9% | -5.9 | 952 | 2.9 | 1.6 | 6.1 | -2.96 | 1025 | i
O=c1[nH]c(CSc2nc(-c3ccc(F)cc3)cs2)nc2ccccc12 | -26.5% | i | -1.2 | -0.112 | -0.244 | 0.236 | -0.0641 | 2.3% | -3.2% | -1.1 | 1150 | 2.2 | 2.3 | 5.5 | -0.39 | 1416 | i
O=S(=O)(c1ccc2oc3ccc(S(=O)(=O)N4CCCCC4)cc3c2c1)N1CCCCC1 | -7.9% | i | 10.0 | 0.811 | -0.15 | 1.29 | -0.0985 | -9.5% | -0.7% | -2.1 | 988 | 3.6 | 3.5 | 10.0 | -3.18 | 871 | i
CC1(C)CC(NC(=O)c2c(N)no[n+]2[O-])CC(C)(C)N1 | -26.7% | i | 19.3 | 2.16 | -0.196 | 1.74 | -1.32 | 7.1% | -0.2% | 0.1 | 1152 | 2.5 | 1.2 | 7.4 | 0.56 | 1268 | i
CCCCN(Cc1cc2cccc(C)c2[nH]c1=O)S(C)(=O)=O | -7.9% | nt | nt | -0.108 | -0.284 | -0.0953 | 0.335 | 17.6% | 4.9% | 0.1 | 1310 | nt | nt | nt | -0.08 | 1047 | i
Cc1ccccc1C(=O)OCCCN=C1NS(=O)(=O)c2ccccc21 | -18.4% | i | -5.9 | 1.46 | -0.134 | 0.433 | -1.5 | 3.0% | 9.2% | -1.9 | 1063 | 3.1 | 1.2 | 2.2 | nt | nt | i
Cc1ccccc1C(=O)NNc1ccc(-c2csnn2)cc1 | -1.3% | nt | nt | -0.919 | -0.165 | -0.392 | 0.739 | 5.0% | 4.7% | -1.0 | 1144 | nt | nt | nt | 0.26 | 1430 | i
O=C(Cn1nnc(-c2ccncc2)n1)N1CCc2ccccc21 | -4.1% | i | 1.7 | -0.813 | 1.89 | 0.0491 | 0.319 | 18.2% | 7.5% | -4.9 | 770 | 2.9 | 3.7 | 9.8 | 0.17 | 1432 | i
Cc1cccc2cc(CN(CCCO)C(=O)Nc3ccccc3Cl)c(=O)[nH]c12 | -19.0% | i | -14.0 | -0.636 | -0.212 | -0.208 | 0.96 | 7.9% | 10.6% | -7.4 | 1279 | 1.8 | 2.0 | 5.3 | -1.42 | 1304 | i
COc1ccccc1N1CCN(/N=C/c2ccc(O)c(O)c2)CC1 | -31.2% | i | 1.9 | -1.22 | 0.111 | -0.542 | -0.349 | 5.1% | 49.9% | 1.0 | 1581 | 4.6 | 3.7 | 9.2 | 1.24 | 1200 | i
S=C(NCCc1ccccn1)Nc1cccc(Cl)c1 | -37.2% | i | 6.8 | -0.737 | 0.285 | -0.118 | 0.179 | -5.3% | 3.1% | -1.0 | 952 | 2.0 | 1.7 | 9.2 | -0.05 | 1203 | i
O=C(COC(=O)/C=C/c1cccc(Cl)c1)NCCc1ccc(Cl)cc1Cl | 2.4% | i | 20.6 | 0.612 | -0.238 | 0.435 | -1.18 | 8.0% | 7.4% | 0.3 | 1033 | 5.4 | 2.3 | 7.6 | 0.35 | 1551 | i
COC(=O)c1ccc(/C=C/c2ccc3cccc(OC)c3n2)cc1 | -24.0% | i | -14.8 | -0.107 | -0.22 | -0.0361 | 0.26 | -5.4% | 0.5% | 0.2 | 1052 | 6.5 | 2.4 | 9.6 | 0.23 | 1400 | i
CC(=O)c1cc(C(c2csc(C(C)=O)c2)c2csc(C(C)=O)c2)cs1 | -7.5% | i | 52.7 | 0.421 | -0.224 | -0.0682 | 0.455 | -4.1% | -1.8% | 0.7 | 964 | 4.3 | 2.9 | 6.5 | nt | nt | i
COCCCNC(=O)CSc1nc2ccccc2c(=O)n1Cc1ccc2c(c1)OCO2 | -52.1% | i | 16.2 | -0.171 | -0.168 | -0.202 | -0.257 | -16.5% | -11.8% | -3.8 | 1081 | 3.1 | 1.3 | 8.8 | 0.66 | 1643 | i
Cc1cccc(OC(=O)n2c(=S)oc3cc(Cl)ccc32)c1 | -10.3% | i | -34.4 | 1.09 | -0.0356 | 0.914 | -1.03 | 39.3% | 33.4% | 1.0 | 999 | 2.3 | 2.4 | 7.8 | -0.31 | 1328 | i
Cc1cc2nccc(-c3ccc(Cl)c([N+](=O)[O-])c3)n2n1 | -23.4% | i | 10.9 | 2.22 | -0.0221 | 0.748 | -2.37 | 4.3% | -10.7% | -0.8 | 1036 | 2.5 | 2.5 | 8.1 | 0.04 | 1283 | i
COc1cc(-c2[nH]ncc2CN(C)Cc2cc(C)[nH]n2)cc(OC)c1OC | -31.9% | i | 23.9 | -0.625 | -0.33 | -0.28 | 0.873 | 1.4% | -6.2% | -0.3 | 1526 | 2.5 | 1.7 | 5.6 | 0.63 | 1430 | i
COc1ccccc1CNC(=O)C1CCN(S(C)(=O)=O)CC1 | -12.4% | i | 30.4 | -0.732 | -0.251 | -0.642 | -0.271 | -0.7% | -6.7% | -5.1 | 1160 | 2.2 | 1.6 | 6.5 | -0.47 | 1188 | i
COc1ccc(C(=O)NC(=O)Nc2cc(C)ccn2)cc1 | -1.8% | i | 15.7 | 0.363 | -0.242 | 0.356 | -0.249 | -70.3% | -3.5% | 4.3 | 1402 | 3.9 | 1.6 | 4.6 | -0.44 | 1429 | i
C=CCNC(=S)/N=c1/ccccn1CCC | -10.4% | nt | nt | 0.14 | -0.195 | 1.04 | -1.02 | -1.9% | 18.9% | 1.6 | 1347 | nt | nt | nt | -0.55 | 982 | i
COC(=O)Cc1cc(=O)n(-c2ccccc2)[nH]1 | -16.3% | i | -5.3 | 0.115 | -0.183 | 0.0567 | -0.0398 | 9.4% | 28.1% | -0.8 | 1127 | 2.4 | 1.5 | 6.7 | 0.64 | 1271 | i
CC(c1ccccc1)N(CC(=O)NC1CCCCC1)S(=O)(=O)c1cccc(C(F)(F)F)c1 (stereo not given) | -25.2% | i | -7.7 | -1 | -0.281 | -0.876 | 0.862 | -28.2% | -8.0% | -4.2 | 528 | 3.8 | 2.6 | 10.4 | -0.5 | 1253 | i
Carrying on.
SMILES | NOD1 NF-kB reporter | Autophagy HCS | Autophagy HCS cell loss 18 h | Dynein transport | Dynein transport cytoplasmic EGFP | Dynein transport nuclear GR-EGFP | Dynein transport cell count | HEK293 NOD2/NF-kB | M17LAP inhibition | bCat nuc transl | bCat nuc transl cell count 5 µM | MT stabilizer | MT stabilizer Hoechst-high % | MT stabilizer cytotoxicity % | Ins promoter up | Ins promoter up cell count | Yfh1-off respiration
O=C(O)c1cnc2[nH]c3ccccc3n2c1=O | -2.3% | nt | nt | -0.263 | -0.183 | -0.148 | 0.174 | 8.7% | -254.6% | 0.6 | 1373 | nt | nt | nt | -0.35 | 1019 | i
CCS(=O)(=O)C1=NN2C(=N)/C(=C\c3ccc(SCc4ccco4)o3)C(=O)N=C2S1 | -20.8% | i | 6.7 | 0.3 | 0.252 | 0.215 | 0.0176 | 19.0% | 33.6% | 0.5 | 878 | 3.5 | 1.3 | 12.8 | 1.97 | 1455 | i
COc1ccccc1OCC(=O)NNC(=O)c1ccoc1C | -6.4% | i | 1.2 | 0.136 | -0.299 | -0.196 | -0.111 | -0.3% | 4.4% | -5.8 | 553 | 2.7 | 1.6 | 1.5 | 0.27 | 1151 | i
COc1cc(/C=N/Nc2nc(N3CCCC3)nc(N3CCCC3)n2)ccc1OCc1ccccc1F | 6.5% | nt | nt | 1.79 | 0.524 | 1.78 | -1.26 | -36.5% | -2.1% | -1.6 | 1373 | nt | nt | nt | -0.28 | 870 | i
Cn1c(=O)c2c(ncn2CC(=O)Nc2nc(-c3ccc(F)c(F)c3)cs2)n(C)c1=O | -8.9% | nt | nt | 1.21 | -0.172 | 1.43 | -2.13 | 7.4% | 6.2% | -0.4 | 1279 | nt | nt | nt | -0.39 | 1050 | i
COc1ccc(CCc2nnc(CCC(=O)NCc3ccc4ncccc4c3)o2)cc1 | -17.3% | i | 6.4 | 0.0761 | -0.278 | 0.0484 | 0.384 | 4.5% | 1.9% | -2.8 | 1101 | 3.8 | 1.3 | 8.3 | 0.51 | 1521 | i
CCn1c(SCC(=O)NCCc2ccccc2)nnc1C(C)C | -3.7% | i | 1.4 | 0.225 | -0.308 | -0.12 | 0.567 | 14.0% | -4.7% | nt | nt | 2.5 | 3.4 | 8.1 | -0.18 | 1320 | i
COc1cccc(CSc2nc3sc(C)c(C)c3c(=O)n2Cc2ccco2)c1 | 1.4% | i | 21.9 | -0.112 | -0.34 | -0.472 | 0.166 | 21.3% | 7.2% | 1.6 | 939 | 3.4 | 2.5 | 13.5 | -0.61 | 1140 | i
CC(=O)Nc1cccc(OCC(=O)Nc2sccc2C(N)=O)c1 | -6.5% | nt | nt | 2.48 | 0.717 | 1.31 | -1.92 | -65.7% | 0.4% | 5.3 | 978 | nt | nt | nt | -0.15 | 1465 | i

This is a subset. The share of hits here may be higher or lower than overall.
